Screening data (PubChem BioAssay)
Rab7 wt modul: modulators of GTP binding to Rab7, primary screen, biochemical, wildtype, multiplex bead flow cytometry | AID 758, 2007 | GST-Rab7 beads, fluorescent GTP binding; actives lie on both sides; untreated = 100%, excess cold GTP = 0% | Rab7 GTPase wild type (dog), Bodipy-FL-GTP binding | GTP binding activity (percent of control), % at 10 µM | 190,000 tested, 0.055% active;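 active means fluorescent GTP binding to Rab7 beads changed by at least 20 points from the 100% baseline, either direction, mostly lower; inconclusive means compound itself probably fluorescent, or too few beads counted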;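 further: median green fluorescence of bound Bodipy-FL-GTP per Rab7 bead population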
Cdc42 wt: modulators of GTP binding to wildtype Cdc42, primary screen, biochemical, multiplex bead flow cytometry, Bodipy-GTP. Cell division control protein 42 homolog (Homo sapiens), P60953. GST-Cdc42 beads; actives lie on both sides. percent activity (GTP binding), % at 10 µM. 190,000 tested, 0.2% active. AID 761, 2007;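 active means percent activity GTP binding at least 20 points away from the 100% baseline, either down as inhibitor or up as activator; inconclusive means compound flagged as likely green fluorescent from well-wide comparison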;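 further: median bead fluorescence of bound Bodipy-FL-GTP at 100 nM; 0% = excess unlabeled GTP control and 100% = no compound control; below 100% means less GTP binding so inhibitor and above means activator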
Target sequence (P60953 whole entry, looked up): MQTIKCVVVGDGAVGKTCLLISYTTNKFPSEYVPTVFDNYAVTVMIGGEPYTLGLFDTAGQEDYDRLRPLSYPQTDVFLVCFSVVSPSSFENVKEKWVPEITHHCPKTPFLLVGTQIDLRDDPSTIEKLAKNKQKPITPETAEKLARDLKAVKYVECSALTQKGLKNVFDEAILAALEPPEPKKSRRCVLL
RGS8-Gao: RGS8-Galphao binding modulators, primary screen, biochemical, multiplexed bead flow cytometry; 220,000 tested, 0.34% active; response (percent of control binding), % at 10 µM; actives lie on both sides; Guanine nucleotide-binding protein G(o) subunit alpha (Homo sapiens), P09471; AID 1423, 2008; in the data active means response below about 60% or above about 140%; inactive means in between;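 further: Galphao activated as the GDP aluminium fluoride complex binding bead-coupled RGS8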
Target sequence (P09471 whole entry, looked up): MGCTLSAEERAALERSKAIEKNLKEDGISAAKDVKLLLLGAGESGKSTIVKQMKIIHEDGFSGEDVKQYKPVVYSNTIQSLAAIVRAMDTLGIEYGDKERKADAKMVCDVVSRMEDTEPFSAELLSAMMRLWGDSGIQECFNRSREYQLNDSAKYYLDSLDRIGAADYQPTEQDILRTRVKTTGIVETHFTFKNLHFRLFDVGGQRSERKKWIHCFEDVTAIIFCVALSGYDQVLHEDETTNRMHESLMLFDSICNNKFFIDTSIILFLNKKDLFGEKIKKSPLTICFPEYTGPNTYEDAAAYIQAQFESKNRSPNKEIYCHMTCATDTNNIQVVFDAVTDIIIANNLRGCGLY
Bim-Mcl-1: inhibitors of Bim peptide binding to Mcl-1, primary screen, biochemical, bead-based flow cytometry, multiplex; Induced myeloid leukemia cell differentiation protein Mcl-1 (Homo sapiens), Q07820; Bim peptide-Mcl-1 binding; inhibition, % at 10 µM; 190,000 tested, 0.1% active; in the data active means inhibition above about 40%;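 further: 0% = no compound tracer wells and 100% = peptide blocker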
Target sequence (Q07820 whole entry, looked up): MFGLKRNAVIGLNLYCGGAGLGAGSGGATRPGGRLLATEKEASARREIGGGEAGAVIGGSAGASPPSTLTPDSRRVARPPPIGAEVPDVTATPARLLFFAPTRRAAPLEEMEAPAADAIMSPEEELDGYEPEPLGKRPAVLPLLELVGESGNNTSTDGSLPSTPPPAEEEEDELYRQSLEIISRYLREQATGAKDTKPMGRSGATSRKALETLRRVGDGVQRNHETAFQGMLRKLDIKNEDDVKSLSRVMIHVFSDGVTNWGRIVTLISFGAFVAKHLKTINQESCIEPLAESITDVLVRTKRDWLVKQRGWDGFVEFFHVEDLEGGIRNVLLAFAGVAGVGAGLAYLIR
Mcl1 Noxa PPI: Mcl-1/Noxa binding inhibitors, primary screen, biochemical, TR-FRET, 1536-well | Induced myeloid leukemia cell differentiation protein Mcl-1 (Homo sapiens), Q07820 | TR-FRET Mcl-1/Noxa peptide binding, 2 h | inhibition, % at 21.7 µM | 220,000 tested, 1.5% active;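 active means compounds that cut the protein-peptide binding signal by more than 50% relative to plate controls in a single-dose test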;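 further: His-tagged Mcl-1 with rhodamine Noxa BH3 peptide and terbium anti-His antibody; 0% = Mcl-1 plus Noxa peptide wells and 100% = peptide-only wells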
Rac1 mut GTP: GTP binding modulators of activated mutant Rac1, primary screen, biochemical, bead-based flow cytometry, multiplex, fluorescent GTP; 190,000 tested, 0.11% active; percent activity (GTP binding), % at 10 µM; GST-Rac1 activated beads; actives lie on both sides; 100% means binding = to untreated wells; Ras-related C3 botulinum toxin substrate 1 (Homo sapiens), P63000;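 active means GTP binding at least 20 percentage points away from the 100% baseline, in either direction, so actives lie on both sides; inconclusive means Compound likely fluorescent itself, or too few beads counted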
Pf gamet viab: late stage P. falciparum gametocyte viability inhibitors, primary screen, ATP luminescence, HTS; P. falciparum stage V gametocytes, 24 h; inhibition, % at 10.9 µM; 150,000 tested, 0.065% active; AID 743093, 2013;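 active means inhibition above the mean plus 3 SD of compounds within the control limits, set per campaign, cut at about 38% in these data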;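 further: 0% = DMSO wells and 100% = medium only without gametocytes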
Rac1 wt modul: wildtype Rac1 GTP binding modulators, primary screen, biochemical, GST-Rac1 beads, flow cytometry, multiplex | AID 757, 2007 | 190,000 tested, 0.27% active | Ras-related C3 botulinum toxin substrate 1 (Homo sapiens), P63000 | GTP binding activity (% of control), % at 10 µM | fluorescent GTP binding; actives lie on both sides; 0 = cold GTP competed, 100 = untreated;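 active means GTP binding activity at least 20 points away from the 100% control level, either lower or higher; inconclusive means compound flagged as likely green fluorescent, judged across all proteins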
Mcl1 Bid PPI: Mcl-1/Bid binding inhibitors, primary screen, biochemical, TR-FRET, 1536-well; Induced myeloid leukemia cell differentiation protein Mcl-1 (Homo sapiens), Q07820; TR-FRET Mcl-1/Bid-Dy647 peptide binding; inhibition, % at 21.7 µM; 220,000 tested, 0.97% active; AID 1021, 2008;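 active means compounds that cut the binding signal by more than half at the single screening dose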;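 further: His-tagged Mcl-1 with europium anti-His antibody binding Bid BH3 peptide; 0% = Mcl-1 plus peptide wells and 100% = peptide-only wells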
HRas wt GTP: modulators of GTP binding to HRas wildtype, primary screen, biochemical, bead-based flow cytometry, multiplex; GST-Ras wt beads, Bodipy-FL-GTP binding; actives lie on both sides; 190,000 tested, 0.14% active; AID 759, 2007; GTPase HRas (Homo sapiens), P01112; GTP binding activity, % at 10 µM;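 active means GTP binding activity at least 20% away from the 100% baseline, either lowered as inhibitor or raised as activator; inconclusive means flagged as likely green fluorescent, judged across all proteins in the well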;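 further: 0% = unlabeled GTP competition control and 100% = no-compound control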
Target sequence (P01112 whole entry, looked up): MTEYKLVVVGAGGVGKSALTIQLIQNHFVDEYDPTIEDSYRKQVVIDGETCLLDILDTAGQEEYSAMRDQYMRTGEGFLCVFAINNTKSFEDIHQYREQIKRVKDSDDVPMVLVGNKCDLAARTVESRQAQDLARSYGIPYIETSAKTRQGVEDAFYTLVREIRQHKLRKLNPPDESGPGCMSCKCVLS
Rab2A wt mod: modulators of GTP binding to Rab2A wildtype, primary screen, biochemical, dog, bead-based flow cytometry, multiplex; GST-Rab2 wt beads, Bodipy-GTP binding; 190,000 tested, 0.19% active; Ras-related protein Rab-2A (Canis lupus familiaris), P61105; GTP binding activity, % at 10 µM; AID 760, 2007;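 active means GTP binding activity at least 20 points away from 100%, either lowered or raised; inconclusive means signal likely due to the compound's own green fluorescence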;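 further: 0% = beads with excess unlabeled GTP and 100% = no-compound control corrected for plate trend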
* marks the source's active call; other numbers are inactive results; ? = inconclusive; / = not tested or not shown; [ ] = remark or other dose.

Below each compound – Rab7 wt modul	Cdc42 wt	RGS8-Gao	Bim-Mcl-1	Mcl1 Noxa PPI	Rac1 mut GTP	Pf gamet viab	Rac1 wt modul	Mcl1 Bid PPI	HRas wt GTP	Rab2A wt mod
O=C(N/N=C/c1cccc2ccccc12)c1n[nH]c2c1CCCC2
  108	99	100	-3	-19	95	4	98	-15	98	105
Cc1cc(N2C(=O)CC(N3CCN(C(c4ccccc4)c4ccccc4)CC3)C2=O)no1 (stereo unspecified)
  100	99	99	0	19	99	/	97	-12	100	99
O=C(c1cc(-c2ccc(Cl)c(Cl)c2)on1)N1CCCC1
  100	103	102	-1	-17	98	/	102	-16	101	100
O=C(NC1CC2CCCC(C1)N2S(=O)(=O)c1ccccc1)c1ccco1 (stereo unspecified)
  98	97	101	1	7	96	/	102	2	98	100
Cc1ccc(/C=N/n2c(C)nnc2C)s1
  100	101	107	1	3	97	/	101	20	98	100
O=C(COc1ccc([N+](=O)[O-])cc1)Nc1ccncc1
  93	95	98	0	-5	97	/	97	-1	95	95
C=CCNC(=O)COc1ccccc1C#N
  102	100	99	-2	7	93	/	100	-27	102	102
CCC1CCC2(CC1)NC(CO)(CO)CO2 (stereo unspecified)
  96	96	145*[activator]	-2	2	99	/	103	64*	99	101
CCOc1ccc(CC(=O)NNC(=S)NC2CCCCC2)cc1OCC
  103	100	99	-7	-16	100	/	104	-25	102	101
CC1NC(C)(C)Cc2c1ccc1ccccc21 (stereo unspecified)
  98	94	102	3	5	95	-13	102	-18	98	96
COc1ccc(C(=O)Nc2ccc(C(F)(F)F)n(C)c2=O)cc1
  100	99	102	-4	-8	99	/	102	-1	100	100
O=C(/C=N/O)Nc1ccc(F)cc1
  98	106	101	2	10	103	/	113	-10	103	102
CCOc1ccc(C(=O)Nc2cc(C)c3c(=O)oc4ccccc4c3n2)cc1
  100	101	102	0	-49	98	/	100	41	97	97
c1cn(C23CC4CC(CC(C4)C2)C3)cn1
  95	99	99	0	-3	96	-11	95	-5	98	98
O=C(C[n+]1cc(-c2ccccc2)n2c1CCC2)Nc1nc(-c2ccccc2)cs1
  96	100	111	0	16	100	-13	102	-7	101	100
CC(Sc1nncn1C)C(=O)Nc1cc(C(F)(F)F)ccc1N1CCOCC1 (stereo unspecified)
  100	93	107	0	-1	94	11	97	-7	95	94
COc1ccc(C(=O)N=c2sc3c(C)ccc(OC)c3n2C)cc1
  95	98	99	2	-55	100	/	99	-14	97	100
O=C(OCc1ccc2c(c1)OCO2)c1cccc(S(=O)(=O)N2CCCCC2)c1
  100	100	103	-1	11	98	4	99	-3	96	97
Cc1ccc(S(=O)(=O)NC2c3cccc4cccc(c34)C2Sc2n[nH]c(N)n2)cc1 (stereo unspecified)
  98	95	108	-4	19	99	4	102	-11	97	98
COc1ccc(CCN2C(=O)CC(N3CCN(c4ccccn4)CC3)C2=O)cc1OC (stereo unspecified)
  103	103	101	-3	3	100	/	108	1	101	102
O=C(Cc1ccccc1)NS(=O)(=O)c1ccc(N=NN2CCOCC2)cc1
  96	95	101	0	3	97	2	99	-9	95	95
NC(=O)CN1CCOCCOCCN(CC(N)=O)CCOCCOCC1
  99	102	104	-6	-5	101	/	106	-4	101	99
CCOC(=O)/C(C#N)=C1/C=Cc2ccccc2N1CC
  97	101	101	1	11	98	-17	98	-30	102	103
NC(=O)C1CCN(c2ccc(S(=O)(=O)N3CCCCC3)cn2)CC1
  105	102	104	3	0	98	/	100	3	100	102
CC1CCCN(C(=O)C2CCN(S(=O)(=O)c3cccc4cccnc34)CC2)C1 (stereo unspecified)
  101	99	100	1	-7	97	/	104	-3	99	97
CCN(CC)C(=O)C(=O)c1cc(C)n(-c2ccc(F)cc2)c1C
  105	98	99	0	9	94	3	95	-51	96	101
CCOC(=O)N1CCC(NC(=O)C(CC(C)C)NC(=O)C2CCCCC2)CC1 (stereo unspecified)
  94	97	99	-2	2	93	/	94	-7	98	97
CCOc1ccc(-n2c(C)nc3cc(C(=O)NCc4ccco4)ccc32)cc1
  ?	?	102	2	36	?	/	?	-13	?	?
CC1=NN(c2ccccc2)C(=O)/C1=C/C=C/C=C/N(C)C
  93	88	104	0	28	91	-11	90	-29	91	91
COc1ccc(C2CC(c3ccc(C)cc3)Nc3ncnn32)cc1 (stereo unspecified)
  98	105	100	-3	3	98	/	105	-4	102	98
CC(=O)NC(c1ccc(F)cc1)c1cccnc1 (stereo unspecified)
  98	106	103	0	7	98	-11	107	6	102	99
CCSc1nnc(-c2ccc(Cl)cc2)c2ccccc12
  ?	?	107	2	-17	?	17	?	-13	?	?
COc1ccc(Br)cc1CN(C)CC(=O)Nc1cc([N+](=O)[O-])ccc1OC
  102	102	100	-3	3	100	19	102	-35	99	100
CCCCOCC(O)Cn1c(C)nc2ccccc21 (stereo unspecified)
  105	112	102	-7	37	103	16	112	26	107	103
COCCn1c(C(C)C)nc2sc3ccccc3c(=O)c2c1=O
  94	95	96	-5	20	92	/	94	21	97	95
COc1ccccc1-n1cnc2cc(NCc3ccccn3)ccc21
  101	101	98	0	-11	98	-23	102	-52	100	99
COc1c(C)cc(C(=O)C2CCCN(C(=O)c3cc4nc(C)cc(C)n4n3)C2)cc1C (stereo unspecified)
  103	97	97	-4	-3	95	-6	99	-22	98	100
O=c1cc(-c2ccc(C3CCCCC3)cc2)[nH][nH]1
  96	94	101	-1	-74	92	11	96	-101	95	94
CN(C)c1ccc(N=Nc2ccccc2C(=O)OCC(=O)N2CCCC2)cc1
  95	100	101	-7	2	96	5	101	-31	97	98
Cc1ccc([N+](=O)[O-])cc1NC(=O)CN(C(=O)c1ccccc1Cl)C1CCCCC1
  101	102	92	0	17	101	-19	103	8	101	99
Cc1ccccc1Cn1c(=O)n(CCCC(=O)NCc2ccco2)c(=O)c2sccc21
  104	105	98	0	4	100	26	107	-37	104	104
Cc1ccc(NC(=O)c2ccccc2-c2ccccc2C(=O)O)cc1
  99	101	101	0	16	98	/	103	17	99	96
O=C(CCCc1ccccc1)Nc1ccc2c(c1)OCCO2
  102	97	102	1	3	96	/	100	-13	99	98
COCCn1c(SCC(=O)Nc2sc(C)c(C)c2C#N)nnc1C(C)C
  97	101	98	-2	7	95	/	97	-34	99	98
CC1(C)C(=O)C2(CCCCC2)C(=O)OC1C(=O)c1ccccc1 (stereo unspecified)
  102	104	101	-4	14	101	-14	107	3	104	103
Cc1cc(C)c(C(=O)/C=C/c2ccc3c(c2)OCO3)c(=O)[nH]1
  94	98	102	-2	-10	98	2	103	-20	95	96
O=C(OCc1nnc(-c2ccccc2)o1)c1ccc(S(=O)(=O)NCc2ccco2)cc1
  100	102	107	0	9	99	9	102	10	100	101
Cc1cc(C)n2c(Nc3ccc4c(c3)OCCO4)c(-c3ccco3)nc2n1
  98	101	101	5	11	100	/	103	-42	99	100
Cc1ccc(OCc2csc(N)n2)cc1
  94	94	101	-1	12	96	4	95	-1	94	94
C/C(=C\C(=O)c1cccnc1)Nc1ccc(C)c(C)c1
  100	102	98	-2	-1	98	/	104	-12	102	101
N#CCSc1nc2c(cc1C#N)CCCCCC2
  98	105	88	-2	-10	99	/	102	-8	104	101
Cc1n(N)c2ccccc2[n+]1CC(=O)c1ccccc1
  97	97	99	2	5	94	-4	97	-15	93	102
COc1ccc(N(C(=O)CNC(=O)c2cccs2)C(C(=O)NCC2CCCO2)c2ccccc2)cc1 (stereo unspecified)
  96	103	98	0	23	100	-2	104	13	101	99
O=c1c2cccc3c2c(nn1CN1CCOCC1)-c1ccccc1-3
  93	94	102	3	0	91	/	96	-4	94	92
O=C(CSc1nc2ccccc2s1)NNC(=S)Nc1ccc(Br)cc1
  99	98	100	-2	-60	95	-11	97	-80	100	97
COc1ccccc1NS(=O)(=O)c1cc(C(=O)NCCN2CCOCC2)ccc1Cl
  98	99	100	-5	15	97	/	99	11	100	96
Brc1ccc2c(c1)OCCOCCOc1cc(Br)ccc1OCCOCCOCCO2
  99	101	98	-5	7	98	/	100	9	100	100
Cc1ccc(-c2csc(Cc3nc(-c4cc5ccccc5oc4=O)cs3)n2)cc1
  99	97	106	2	1	95	2	91	-22	99	98
CCOc1ccc(N(CC(=O)NCC2CCCO2)C(=O)CCC(=O)Nc2ccccn2)cc1 (stereo unspecified)
  102	101	96	-1	8	98	/	107	-14	102	100
C/C(N)=C(/C#N)C(=O)CSc1nnnn1-c1ccc(C)cc1
  ?	?	102	-1	12	?	10	?	-9	?	?

(cont.)
Below each compound – Rab7 wt modul	Cdc42 wt	RGS8-Gao	Bim-Mcl-1	Mcl1 Noxa PPI	Rac1 mut GTP	Pf gamet viab	Rac1 wt modul	Mcl1 Bid PPI	HRas wt GTP	Rab2A wt mod
CC(C)(CNS(=O)(=O)c1ccc2c(c1)OCCO2)N1CCOCC1
  109	102	102	0	38	97	/	101	14	97	100
O=C(c1cccc(S(=O)(=O)N2CCCC2)c1)N1CCN(c2ccccc2F)CC1
  98	100	99	-3	-6	90	/	97	-31	100	97
CC(=O)Nc1ccc(C(=O)Nc2cc(C(F)(F)F)ccc2-n2cnc3ccccc32)cc1
  101	98	92	-4	15	100	-9	104	2	101	101
CC1=C(C)CC(C(=O)Nc2ccc3c(c2)OCO3)C(C(=O)O)C1 (stereo unspecified)
  103	97	98	0	11	95	5	100	-45	98	100
CC(C)OP(=O)(OC(C)C)C1(O)C(=O)Nc2ccc(Br)cc21 (stereo unspecified)
  102	99	104	0	4	99	/	102	-1	101	101
C=CCSc1nc(N(CC)CC)c2sccc2n1
  102	101	97	-1	-22	98	0	102	-19	100	100
c1ccc(Nc2nc(N3CCOCC3)c3ccccc3n2)cc1
  100	101	95	0	15	100	-1	104	9	102	102
Nc1nc(-c2ccco2)nn1C(=O)c1ccccc1Cl
  97	102	98	-1	10	98	10	103	-8	99	99
